ABHD4 inh = ABHD4 (mouse) inhibition, primary FP screen; 0.54% of 370,000 active; purified mABHD4, FP-Rh probe fluorescence polarization; inhibition, % at 8.92 µM; AID 720543;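 active means inhibition exceeding the mean over every tested compound plus 3 SD, cut at about 30% in these data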;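 further: 0% = plate median of compound wells and 100% = S159A mutant with DMSO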
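Test system: mouse ABHD4 enzyme, wild type. Reagent: FP-Rh fluorescent activity-based probe, added after compound pre-incubation. Timing: pre-incubation 45 min, probe exposure 60 min, at 25 °C. Technique: FP readout, ex 525 nm / em 598 nm. Benchmarks: high control S159A mutant with DMSO, low control median of compound wells.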
TCR CD3 inh = inhibitors of human TCR-CD3 interaction; 0.37% of 360,000 active; TAMRA-labeled TCR probe fluorescence, biochemical; inhibition, % at 9.4 µM; in the data active means inhibition above about 19%;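 further: recombinant mutant TCR 2C K166C tagged with TAMRA read by polarization; 0% = receptor in buffer alone and 100% = receptor with positive control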
SIAE inh = human SIAE inhibition, primary screen; 0.69% of 370,000 active; SIAE FP-Rh probe binding, fluorescence polarization; inhibition, % at 9.66 µM; Q9HAT2;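 active means inhibition above a cutoff: mean of compounds within the control limits plus 3 SD of those, cut at about 17% in these data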;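 further: 0% = plate median of compound wells and 100% = probe without SIAE protein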
rCAG RNA binder = r(CAG) repeat RNA binding; TO-PRO-1 dye displacement fluorescence; inhibition, % at 3 µM; 1.3% of 370,000 active;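 active means inhibition above the plate cutoff, the mean of all test compounds on that plate plus 3 SD, cut at about 35% in these data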;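 further: 0% = DMSO alone and 100% = 100 µM mitoxantrone as full dye displacement; higher means more dye released from RNA so lower well fluorescence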
LEDGF integ inh = blocks HIV-1 LEDGF/p75-dependent DNA integration; inhibition, % at 3.7 µM; TR-FRET IN-LEDGF/p75 DNA integration, Eu/Cy5; 0.64% of 370,000 active;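 active means inhibition above the screen-wide mean plus 3 SD, cut at about 13% in these data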;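 further: signal is the Cy5 over europium emission ratio at 671 and 618 nm; 0% = plate median of compound wells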
NR1D1 modulator = modulates human Rev-erb alpha binding to DNA. P20393. Rev-erbα–FITC-DNA binding, fluorescence polarization, 90 min. activity, % at 10 µM. 0.79% of 370,000 active;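 active means activity above about 14%, limit read from the data; passing the limit was not always enough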;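 further: 0% = DMSO wells with 35 nM protein and 100% = DMSO wells with 750 nM protein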
PG9 binder = binds the HIV-1 gp120 antibody PG9; TR-FRET gp120-PG9 antibody binding; 0.43% of 360,000 active; inhibition, % at 6.7 µM; AID 624416; in the data active means inhibition above about 8.5%
HTRA1 inh = blocks human HTRA1 serine peptidase. Q92743. recombinant HTRA1, FP-rhodamine activity-based probe, fluorescence polarization. inhibition, % at 5.96 µM. 0.5% of 340,000 active. AID 504803; in the data active means inhibition above about 36%;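 further: 0% = enzyme with DMSO and 100% = wells lacking enzyme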
Target sequence (Q92743 whole entry, looked up): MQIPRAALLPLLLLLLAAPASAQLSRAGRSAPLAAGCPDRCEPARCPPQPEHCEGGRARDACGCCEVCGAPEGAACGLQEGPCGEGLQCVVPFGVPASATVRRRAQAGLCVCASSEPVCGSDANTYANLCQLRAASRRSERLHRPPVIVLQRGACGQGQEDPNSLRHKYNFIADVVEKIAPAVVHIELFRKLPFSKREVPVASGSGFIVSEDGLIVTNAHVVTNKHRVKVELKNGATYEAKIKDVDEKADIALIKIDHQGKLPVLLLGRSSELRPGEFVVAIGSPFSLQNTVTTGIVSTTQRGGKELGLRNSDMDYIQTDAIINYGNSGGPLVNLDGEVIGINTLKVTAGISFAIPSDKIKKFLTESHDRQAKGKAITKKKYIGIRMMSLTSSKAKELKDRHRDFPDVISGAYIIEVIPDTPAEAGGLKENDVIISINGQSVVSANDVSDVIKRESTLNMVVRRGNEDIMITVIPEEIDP
TDP2 absorb = TDP2 (human) inhibition, absorbance primary screen. recombinant TDP2, T5PNP hydrolysis, p-nitrophenol absorbance 415 nm. inhibition, % at 12.8 µM. 0.34% of 370,000 active. AID 720702;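 active means inhibition above the mean of all tested compounds plus 3 SD, set per campaign, cut at about 25% in these data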;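 further: 0% = DMSO with enzyme and 100% = buffer with substrate but no TDP2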
Target sequence (O95551 whole entry, looked up): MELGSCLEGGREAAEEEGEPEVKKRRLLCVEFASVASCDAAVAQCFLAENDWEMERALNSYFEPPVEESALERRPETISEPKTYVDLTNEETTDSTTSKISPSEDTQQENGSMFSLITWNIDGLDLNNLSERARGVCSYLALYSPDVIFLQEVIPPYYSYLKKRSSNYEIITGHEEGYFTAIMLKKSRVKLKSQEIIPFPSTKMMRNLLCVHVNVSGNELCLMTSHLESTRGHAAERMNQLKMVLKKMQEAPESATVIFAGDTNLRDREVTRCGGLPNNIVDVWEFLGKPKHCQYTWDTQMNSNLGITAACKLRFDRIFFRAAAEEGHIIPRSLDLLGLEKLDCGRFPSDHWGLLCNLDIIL
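Assay system: recombinant human TDP2 / Reagent: T5PNP substrate at 5 mM, a TopII-DNA adduct mimic / Measured by: epi absorbance from released p-nitrophenol / Evaluation: % inhibition relative to enzyme-containing and enzyme-free wells / Control set: enzyme-free and DMSO wells / Replicates: each compound tested once, singlicate / Schedule: enzyme reaction with compound for 2 h at 37 °C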
PRMT1 FP inh = blocks human protein arginine methyltransferase 1; Q99873; recombinant PRMT1, activity-based probe fluorescence polarization; inhibition, % at 2.79 µM; 1.3% of 370,000 active; AID 652257;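 active means inhibition above about 21% made by adding two undisclosed values, limit read from the data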
The depositor's hits bear a star; . = not tested or not shown.

Preview, four compounds:
SMILES | ABHD4 inh | TCR CD3 inh | SIAE inh | rCAG RNA binder | LEDGF integ inh | NR1D1 modulator | PG9 binder | HTRA1 inh | TDP2 absorb | PRMT1 FP inh
Cc1ccc(NC(=O)CSc2nnnn2C2CCCC2)cc1S(=O)(=O)N1CCOCC1 | -2 | 2 | -2 | 2 | 2 | 2 | 0.4 | -2 | 5 | -1
COCCN=c1scc(-c2ccc3c(c2)NC(=O)CO3)n1/N=C(\C)c1ccc(O)cc1 | 12 | 3 | 11 | 2 | 0 | 11 | -2.4 | 10 | -3 | -4
COc1ccc(C2/C=C\CN(C(=O)C3CCCC3)[C@H](Cc3ccccc3)C(=O)N2Cc2ccc(F)cc2)cc1 (some centres not stated) | -7 | -1 | -3 | 5 | 2 | 0 | -0.6 | -54 | 6 | 2
O=C(CCN1CCN(Cc2ccccc2)CC1)NNC(=O)Nc1cccc(C(F)(F)F)c1 | 4 | -10 | 0 | -9 | 0 | -2 | -0.5 | 0 | 6 | 2

Results, repeating the preview:
SMILES | ABHD4 inh | TCR CD3 inh | SIAE inh | rCAG RNA binder | LEDGF integ inh | NR1D1 modulator | PG9 binder | HTRA1 inh | TDP2 absorb | PRMT1 FP inh
Cc1ccc(NC(=O)CSc2nnnn2C2CCCC2)cc1S(=O)(=O)N1CCOCC1 | -2 | 2 | -2 | 2 | 2 | 2 | 0.4 | -2 | 5 | -1
COCCN=c1scc(-c2ccc3c(c2)NC(=O)CO3)n1/N=C(\C)c1ccc(O)cc1 | 12 | 3 | 11 | 2 | 0 | 11 | -2.4 | 10 | -3 | -4
COc1ccc(C2/C=C\CN(C(=O)C3CCCC3)[C@H](Cc3ccccc3)C(=O)N2Cc2ccc(F)cc2)cc1 (some centres not stated) | -7 | -1 | -3 | 5 | 2 | 0 | -0.6 | -54 | 6 | 2
O=C(CCN1CCN(Cc2ccccc2)CC1)NNC(=O)Nc1cccc(C(F)(F)F)c1 | 4 | -10 | 0 | -9 | 0 | -2 | -0.5 | 0 | 6 | 2
Cc1cc(=O)n2nc(-c3ccccc3)sc2n1 | -11 | -5 | -4 | 3 | 1 | 2 | 0.5 | 0 | -12 | -3
COc1cc(/C=N\N=C2/SC(CC(=O)O)C(=O)N2c2ccc(O)cc2)ccc1O (configuration not stated) | 8 | -1 | 1 | 6 | -1 | 6 | -1.8 | -6 | 10 | -1
O=C(c1ccccc1)N(CCCn1ccnc1)C(c1ccccc1)c1nc2ccccc2[nH]1 (configuration not stated) | -6 | -5 | 2 | 5 | 0 | -2 | 0.3 | . | -7 | 7
COc1ccc(-n2c(SCC(=O)Nc3ccccc3-c3ccccc3)nnc2-c2ccco2)cc1 | -6 | . | 4 | 3 | 1 | 6 | . | . | -6 | 4
Cc1occc1C(=O)Nc1ccccc1NC(=O)c1ccoc1C | 9 | 5 | 3 | 5 | 1 | -4 | 0.0 | -27 | -7 | -1
Cc1ccc(C(=O)NC2CCN(CC(=O)Nc3cccc([N+](=O)[O-])c3)CC2)cc1 | 3 | 4 | 1 | -5 | 7 | 7 | -0.8 | -1 | -8 | -8
CC(=O)Nc1ccc(S(=O)(=O)Nc2nc3ccccc3s2)cc1 | -4 | 11 | 4 | 8 | 1 | 0 | 1.2 | 2 | -1 | 0
O=C(N/N=C/C=C\c1ccccc1[N+](=O)[O-])c1cc(-c2ccccc2)nc2ccccc12 | 5 | -4 | -13 | 4 | 1 | -2 | -0.9 | -20 | 7 | -1
CCCN1C(=O)c2[nH]nc(-c3ccccc3)c2C1c1ccc(Br)cc1 (configuration not stated) | -23 | 0 | -3 | 2 | 0 | 1 | 0.1 | . | 4 | 1
CC1(C(=O)Nc2cnc3ccccc3c2)CCN1Cc1ccc(-c2ccccc2)o1 (configuration not stated) | 5 | -9 | 9 | 10 | -5 | 3 | -1.5 | . | -4 | 34*
Cc1nc2ccccc2n1CC(=O)c1ccccc1 | -3 | 2 | 8 | 0 | -5 | 4 | -0.2 | -6 | -4 | -3
CCn1c2ccccc2c2cc(NC(=O)COC(=O)c3cccc(OC)c3)ccc21 | 7 | . | 2 | 5 | -2 | 2 | . | . | -8 | 6
CNC(=O)c1sc(-c2cccnc2)nc1C | 3 | 2 | -4 | 2 | -1 | 1 | -1.0 | 4 | -8 | -5
O=C(O)c1ccccc1-c1cc2ccccc2[nH]1 | 6 | -15 | 5 | 3 | -1 | -9 | -0.4 | -3 | 11 | -1
COc1cc(OC)c2c(-c3ccccc3)cc(=O)oc2c1C(CCN1CCCC1)c1ccc2c(c1)OCO2 (configuration not stated) | 13 | 1 | 10 | 1 | -1 | 6 | 0.2 | -9 | -4 | -1
N#Cc1c(SCc2ccc(Cl)cc2)sc(C(=O)c2ccccc2)c1N | 2 | -6 | -13 | 6 | -4 | -4 | -1.5 | -7 | 8 | 2
O=[N+]([O-])c1ccccc1N/N=C/c1ccc2c(c1)OCO2 | 7 | -4 | -2 | 0 | -7 | 3 | -2.2 | 9 | 1 | 4
CCc1cccc(CC)c1NC(=S)Nc1ccc2cn[nH]c2c1 | -5 | -2 | -4 | -1 | 3 | 1 | 0.0 | 1 | -1 | -5
NCCCn1c(C(=O)c2cc(Cl)c(N)c(Cl)c2)c2ccccc2[n+]1[O-] | 5 | -6 | 3 | 17 | 2 | -1 | -2.0 | -12 | -19 | 9
O=C(OCc1nnc(-c2ccccc2)o1)c1cn(-c2ccccc2)nc1-c1ccccc1 | -23 | -1 | -6 | 5 | 0 | 2 | -0.2 | -58 | 0 | 1
CCNC(=S)N1CCN(CC(=O)Nc2ccc(Br)cc2)CC1 | 2 | -1 | -3 | -4 | -4 | 6 | -1.3 | -2 | -8 | 4
CCc1ccc(/C=C2\SC(=S)N(CCCC(=O)Nc3ccccc3C(=O)O)C2=O)cc1 | -2 | -2 | -3 | 8 | 1 | -2 | 0.4 | 0 | -7 | -2
Cc1[nH]nc2c1C(c1cn[nH]c1-c1ccc(F)cc1)C(C#N)=C(N)O2 (configuration not stated) | -2 | 1 | 5 | 2 | -2 | -2 | -1.4 | 3 | -2 | 0
CN1CCN(C(c2ccc(C(F)(F)F)cc2)c2ccc3cccnc3c2O)CC1 (configuration not stated) | 6 | 4 | 3 | -1 | 1 | 0 | -0.3 | . | 6 | 6
O=C(COC(=O)C1CCCC1)Nc1ncc(Cl)cc1Cl | 14 | 7 | 1 | 6 | 1 | -4 | 0.6 | 12 | 4 | 7
CSc1cccc(NC(=O)CN(C)S(=O)(=O)c2ccc(C)cc2)c1 | -13 | -4 | 2 | 5 | -2 | 4 | 1.2 | -10 | -2 | 3
CC(=O)c1ccc(OC2(C)CCN(Cc3ccc(C)cc3)C2)cc1 (configuration not stated) | -1 | -5 | -3 | -3 | 0 | 6 | -0.2 | . | 11 | 5
COC(=O)c1ccc(C)c(NC(=O)C2CC(=O)N(C3CCCC(C)C3C)C2)c1 (configuration not stated) | -2 | -1 | -5 | -1 | 3 | -4 | -0.8 | -3 | 8 | -1
N#Cc1c(-c2ccc(Cl)cc2)ccn2nc(C3CCCCC3)nc12 | -7 | -1 | -1 | 1 | 3 | 14 | 1.6 | -2 | 6 | 0
CC(=O)c1c(C)[nH]c(C(=O)OCc2cccc(C)c2)c1C | -14 | 0 | 7 | 0 | 1 | -3 | 0.5 | -15 | -6 | 5
COc1cc(Br)ccc1NC(=O)c1ccccc1-c1ccccc1C(=O)O | 1 | -2 | 3 | 9 | 2 | -2 | 0.2 | -1 | 6 | 4
O=C(O)C/C(=C\c1cc(Br)cs1)c1nc2ccccc2o1 | 0 | 0 | -2 | 10 | 2 | 5 | -2.0 | 2 | -10 | -2
CCN1CCN(CCCNC(=O)CNC(=O)c2nn(-c3ccc(OC)cc3)c(=O)c3ccccc23)CC1 | 3 | 0 | 1 | -6 | 4 | 5 | -0.3 | -3 | 21 | -4
CC1(C(=O)Nc2ccc3c(c2)OCCO3)CCC(=O)N1CC(F)(F)F (configuration not stated) | -4 | 3 | -5 | 2 | 4 | -2 | 0.7 | . | -2 | -3
Cc1sc(N)nc1-c1ccc(Oc2ccccc2)cc1 | 10 | 5 | 8 | 0 | 1 | 2 | 1.6 | -16 | 9 | -2
CCc1ccc(Cc2cnc(NC(=O)C3=NCCN3)s2)cc1 | 3 | 2 | -2 | 0 | 5 | -1 | -0.8 | -2 | 0 | -4
O=C(NN=Cc1cc(Br)c(O)c(Br)c1)c1ccccc1NS(=O)(=O)c1cccs1 | 34* | 12 | 19* | 40* | 0 | -4 | -2.2 | 9 | -9 | 2
CC(C)CCN1CCN(Cc2cccn2-c2nccs2)CC1CCO (configuration not stated) | -2 | 0 | 5 | -8 | -2 | 3 | -1.4 | -2 | 6 | -5
O=C(Nc1ccc(F)cc1)OCc1cn(Cc2cc(F)cc(F)c2)nn1 | 1 | . | 7 | 1 | -1 | -4 | . | . | 7 | -7
COc1ccc(CN(Cc2cc3cc(OC)c(OC)cc3[nH]c2=O)C(=O)NC2CCCCC2)cc1 | 2 | 3 | 1 | 5 | -4 | 50* | -0.7 | 10 | 2 | 0
CC(=O)N1CCN=C1SCc1ccccc1F | 5 | 6 | -6 | 3 | 3 | -11 | -1.0 | 3 | -4 | -7
CN(CC(=O)Nc1ccccc1Br)C(=O)CN(C)C1CCCCC1 | -2 | 0 | -6 | 2 | 2 | 11 | -3.1 | 8 | -11 | -5
Cc1nnc(SCc2cccc(CSc3nnc(C)s3)c2)s1 | -4 | 3 | 3 | -7 | 1 | 3 | 0.1 | -4 | 4 | 1
COCCCNC(=O)CN1CCN(Cc2ccccc2Cl)C1=O | 0 | -1 | -1 | -1 | -2 | -8 | -1.0 | 2 | 6 | 2
O=C(CCc1ccccc1)NCC(=O)N/N=C/c1ccc2c(c1)OCO2 | 2 | -4 | 1 | -1 | -1 | 1 | -0.2 | -1 | 10 | -1
CCC(C)N(C(=O)COC(=O)CNC(=O)c1ccccc1F)C1CCS(=O)(=O)C1 (configuration not stated) | -11 | -5 | -10 | -5 | -4 | 1 | 0.8 | -8 | -20 | 8
COc1ccc(CCNC(=O)c2cc(=O)c3ccc(C)cc3o2)cc1OC | 1 | 5 | -1 | -4 | 0 | 2 | -0.7 | 0 | 8 | -4
Clc1ccccc1C1=Nn2c(nnc2-c2ccncc2)SC1 | -3 | -5 | 1 | -2 | -3 | -3 | 0.3 | 2 | 12 | -3
CCOCCCNC(=S)N1CCCN(c2nc3cc(C)c(C)cc3cc2C#N)CC1 | -11 | 1 | -2 | 0 | -1 | 2 | -1.8 | -19 | 0 | 0
COc1cc(-n2c(=O)c3ccccc3n(Cc3cccnc3)c2=O)cc(OC)c1OC | 7 | 5 | -1 | 1 | -4 | 0 | -2.2 | 3 | -12 | 0
CCc1nc2ccc(C(=O)N(CC)CCN(C)C)cn2c1N(C)Cc1nccs1 | 1 | 6 | 6 | -3 | -3 | -9 | -1.3 | . | 1 | 0
COC(=O)c1ccc(C(=O)OC)nc1 | -4 | 5 | 1 | 0 | 0 | -2 | -0.9 | 5 | -4 | -3
CN1C(=O)C(CC(=O)Nc2ccc3c(c2)Cc2ccccc2-3)N(C)C1=O (configuration not stated) | -5 | 4 | 0 | 3 | -1 | -6 | -0.1 | 2 | 8 | -1

The list is partial; the hit share may differ from the screen's.
